From PubChem BioAssay
BB579 growth dn: reduces growth of yeast BB579 in restrictive medium; S. cerevisiae BB579 growth, OD615, 48 h; inhibition, % at 10 µM; 0.51% of 140,000 active;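 active means inhibition above a set limit, 3 SD over the mean compound inhibition, cut at about 44% in these data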; further: inactives centre near -24
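Test system: DeaD yeast strain BB579 / Buffer or medium: restrictive glucose-based CSMM-D medium / Doses: single 10 µM dose / Schedule: 4 h cell preincubation, 48 h compound exposure, 30 °C humidified / Technique: culture absorbance at 615 nm / Controls: amphotericin B positive control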
Yeast lifespan up: yeast lifespan extension; S. cerevisiae growth with nicotinamide, OD615; deaD strain in restrictive glucose medium; inhibition of the nicotinamide effect, % at 10 µM; 0.68% of 130,000 active; AID 775;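 active means inhibition above a set limit, placed 3 SD over the median of all compounds, cut at about 26% in these data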;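 further: 0% = nicotinamide-treated wells and 100% = cells grown without nicotinamide; some compounds called inactive have numbers as strong as hits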
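Material: Modified budding yeast, DeaD strain | Medium: Restrictive glucose medium | Probe or stimulus: 1.5 mM nicotinamide | Dosing: Single dose 10 µM compound, 0.25% DMSO | Times: 48 h at 30 °C | Technique: OD615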
HCT116 PTEN-null: suppresses growth of cells with PTEN deletion; HCT116 PTEN-null viability, CellTiter-Glo, 60 h; stronger effect = lower value; viability, % at 10 µM; 1.2% of 140,000 active; AID 827;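 active means viability at or below a set limit, 4 SD under the median of all tested compounds, cut at about 3.7% in these data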;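 further: PTEN knockout HCT116 line with beta catenin targeted HCT116 as companion control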
Measles CPE: protection of cells from measles virus; Measles virus-infected cells, CPE protection, absorbance; protection (pct of control), % at 4 µM; 1.5% of 140,000 active; in the data active means protection mostly above about 24%, no sharp cut-off; inactive means mostly below about 26%; further: some compounds called inactive have numbers as strong as hits
E-sel TNF inh: blocks E-selectin expression induced by TNF alpha; HUVEC TNFa-induced E-selectin immunofluorescence, high content; AID 1246; 0.71% of 120,000 active; inhibition, % at 2 µM;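 active means inhibition above the batch mean plus 3 SD, and confirmed as a hit on visual image review, cut at about 43% in these data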;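 further: 0% = TNF-stimulated DMSO wells and 100% = unstimulated control wells; not every result past the cut was called active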
MRP-1 activ: activators of MRP-1; H69AR cells + doxorubicin, viability rescue, CellTiter-Glo; viability increase, % at 10 µM; 0.61% of 140,000 active;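 active means viability gain under doxorubicin at or above a set limit, the compound median plus 3 SD, cut at about 4.7% in these data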;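 further: MRP-1 overexpressing cells given doxorubicin 25 µM after compound pretreatment; 18-22 h compound pretreatment then 72 h with doxorubicin before readout; 0% = doxorubicin-only wells and 100% = vehicle-treated cells without doxorubicin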
bCat KO growth: beta-catenin-lacking colon tumor cell growth suppression | viability, % at 10 µM | HCT116 beta-catenin knockout viability, CellTiter-Glo, 60 h; stronger effect = lower value | AID 818 | 1.5% of 140,000 active;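 active means viability at or under a set limit, the compound median less 4 SD, cut at about 6% in these data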;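 further: 0% = Hyamine 1622 control at 20 µM and 100% = untreated cell control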
GALR2 antag: blocks the human galanin receptor 2. O43603. 0.39% of 140,000 active. GALR2-expressing cells, antagonist mode. inhibition, % at 4 µM; in the data active means inhibition above about 27%;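 further: cells stimulated with galanin 1-16 at roughly its EC80; 0% = agonist challenge control and 100% = basal control without agonist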
Target sequence (O43603 whole entry, looked up): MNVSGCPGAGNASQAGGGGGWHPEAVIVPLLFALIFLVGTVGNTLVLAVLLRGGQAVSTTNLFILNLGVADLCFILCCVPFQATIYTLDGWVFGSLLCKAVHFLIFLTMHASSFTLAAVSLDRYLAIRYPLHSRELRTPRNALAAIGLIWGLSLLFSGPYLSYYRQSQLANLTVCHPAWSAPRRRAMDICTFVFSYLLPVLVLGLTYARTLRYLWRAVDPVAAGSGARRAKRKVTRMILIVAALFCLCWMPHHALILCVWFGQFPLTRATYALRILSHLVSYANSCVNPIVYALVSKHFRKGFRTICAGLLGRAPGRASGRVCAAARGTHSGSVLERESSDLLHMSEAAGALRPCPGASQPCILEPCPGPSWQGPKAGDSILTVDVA
NPY-Y2 antag: NPY-Y2 (human) receptor antagonism; NPY-Y2 expressing cells, antagonist mode; inhibition, % at 2.7 µM; 0.99% of 140,000 active; AID 793; in the data active means inhibition above about 17%;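 further: 0% = vehicle with agonist challenge and 100% = reference antagonist with challenge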
Target sequence (P49146 whole entry, looked up): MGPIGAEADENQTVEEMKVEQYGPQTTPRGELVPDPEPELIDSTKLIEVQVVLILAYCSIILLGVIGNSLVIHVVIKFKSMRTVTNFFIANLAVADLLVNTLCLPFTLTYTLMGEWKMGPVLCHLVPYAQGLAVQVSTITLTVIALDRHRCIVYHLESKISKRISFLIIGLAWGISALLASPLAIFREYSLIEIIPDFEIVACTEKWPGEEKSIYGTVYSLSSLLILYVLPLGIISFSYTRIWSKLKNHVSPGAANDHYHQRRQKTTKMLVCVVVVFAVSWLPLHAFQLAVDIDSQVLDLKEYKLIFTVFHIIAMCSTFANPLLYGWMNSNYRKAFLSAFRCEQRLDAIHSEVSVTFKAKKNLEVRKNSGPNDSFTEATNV
Phagocytosis inh: macrophage phagocytosis inhibition. J774A.1 macrophage IgG-bead phagocytosis, imaging. 0.07% of 110,000 active. inhibition, % at 5 µM;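 active means inhibition above the mean of the plate negative controls plus 5 SD, cut at about 13% in these data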;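 further: phagocytic index as fraction of beads internalized from green versus red external bead signal; plate controls were DMSO negative control for no effect and cytochalasin-D positive control for full effect; some results beyond the cut were filed as inactive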
Active calls of the source: *; nt = not tested or not shown.

SMILES	BB579 growth dn	Yeast lifespan up	HCT116 PTEN-null	Measles CPE	E-sel TNF inh	MRP-1 activ	bCat KO growth	GALR2 antag	NPY-Y2 antag	Phagocytosis inh
Cc1ccc(C(=O)Nc2ccc(N3CCOCC3)cc2)cc1	-35	-4	98	0	nt	-0.3	103	-1	3	-2
O=C(Nc1nc(-c2ccccn2)cs1)c1ncc(Cl)c(Cl)c1Cl	59*	-20	8	37	-7	-0.3	10	1	3	1
CC1(C)CC(=O)C2=C(C1)N(c1cccc(Cl)c1)C(=O)NC2(C(F)(F)F)C(F)(F)F	-41	2	95	4	nt	-2.0	94	10	0	-15
COc1ccc(CC(=O)NCc2ccccc2)cc1S(=O)(=O)N1CCOCC1	-12	-12	97	3	-10	-1.6	95	-5	-1	-1
COc1cccc(/C=N/N2C(=O)C3C4c5ccccc5C(c5ccccc54)C3C2=O)c1OC (centres undefined)	-31	-3	94	12	nt	-1.6	97	-5	1	2
CC(NC(=O)C1CCN(S(=O)(=O)c2cnc[nH]2)CC1)c1ccccc1 (centres undefined)	5	1	106	2	-47	-1.6	87	5	-2	-3
CCCc1ncc(C(O)c2cccc3ccccc23)n1C (centres undefined)	-8	10	81	5	2	-3.8	81	5	4	0
Cc1ccc(/C=C/C(=O)Nn2cnnc2)cc1	-19	27	92	14	-17	-1.6	91	16	2	0
CC(=O)Nc1cccc(NC(=O)c2c(-c3ccccc3)noc2C)c1	-34	-7	97	14	-2	0.3	99	3	1	-3
CCCc1nnc(NC(=O)CN2CCOCC2)s1	-21	-5	nt	21	nt	0.5	111	11	1	nt
O=C(CCc1ccc(S(=O)(=O)NCc2ccccc2)cc1)NCc1cccnc1	-27	0	93	1	nt	-1.5	94	-1	1	1
O=C(Oc1ccccc1)c1c(Cl)cccc1P(=O)(O)O	-17	-1	93	25	nt	0.3	91	-6	2	0
CCCNc1c(N)n(-c2ccccc2)c(=O)[nH]c1=O	-36	1	103	14	0	-1.5	97	10	4	-1
CC1(CC(=O)N/N=C/c2ccc(-c3ccc(Cl)cc3)o2)OCCO1	-14	0	91	17	nt	2.6	86	-9	3	-8
O=C1NCCN1Cc1ccccc1	-15	-5	116	9	-12	0.7	106	-5	2	-1
Cc1cccc(-n2nc3c(c2NC(=O)c2ccc(Br)o2)CSC3)c1	-30	-5	82	26	15	-2.3	84	-10	4	3
Cc1ccccc1C(OCCN(C)C)c1ccccc1 (centres undefined)	-36	5	87	25	16	-0.9	89	3	4	nt
Cn1c(=O)oc2cc(S(=O)(=O)N3CCN(c4ccccc4)CC3)ccc21	-41	-9	80	4	-23	-3.0	84	8	5	0
COc1ccc(-c2c(C(C)=O)c(C)nc3sc4c(=O)n(-c5ccc(C)cc5)nnc4c23)cc1	-64	-7	86	16	nt	-1.6	82	-1	0	nt
O=c1c2nnn(Cc3ccc(Cl)cc3)c2ncn1Cc1ccc(F)cc1	-4	-6	82	1	7	-2.5	88	6	3	1
CCCCSc1nnc2c(n1)[nH]c1ccccc12	-25	-22	82	8	14	-1.1	73	-13	0	-1
CC1=C(C(=O)OCc2ccccc2)C(c2ccco2)n2ncnc2N1 (centres undefined)	-23	13	80	1	0	-3.2	78	7	2	2
Cn1c(SCC(=O)NCc2ccccc2)nnc1C1CC1	-26	-6	103	12	11	0.9	110	6	3	-1
COCCn1c(-c2ccc(OC)cc2)cnc1SCC(=O)Nc1cccc2ccccc12	2	6	88	0	nt	-3.1	85	-5	9	-1
O=C(COC(=O)/C=C/c1cccc(C(F)(F)F)c1)Nc1cccc2ccccc12	-34	4	91	19	nt	-0.2	88	0	2	0

One compound at a time (already shown):
Entry for O=C1NCCN1Cc1ccccc1 → BB579 growth dn: -15; Yeast lifespan up: -5; HCT116 PTEN-null: 116; Measles CPE: 9; E-sel TNF inh: -12; MRP-1 activ: 0.7; bCat KO growth: 106; GALR2 antag: -5; NPY-Y2 antag: 2; Phagocytosis inh: -1
Entry for Cn1c(SCC(=O)NCc2ccccc2)nnc1C1CC1 → BB579 growth dn: -26; Yeast lifespan up: -6; HCT116 PTEN-null: 103; Measles CPE: 12; E-sel TNF inh: 11; MRP-1 activ: 0.9; bCat KO growth: 110; GALR2 antag: 6; NPY-Y2 antag: 3; Phagocytosis inh: -1

Later entries.
SMILES	BB579 growth dn	Yeast lifespan up	HCT116 PTEN-null	Measles CPE	E-sel TNF inh	MRP-1 activ	bCat KO growth	GALR2 antag	NPY-Y2 antag	Phagocytosis inh
O=C(NCc1ccco1)c1ccc(Cn2cc([N+](=O)[O-])cn2)o1	-7	-7	91	3	26	-1.6	88	-13	-1	0
CCOC(=O)c1ccc(NC(=S)NCC(O)c2ccccc2)cc1 (centres undefined)	-29	-22	95	17	73*	-2.8	105	-6	-1	-1
COC(=O)Cn1c(=NC(=O)CN2C(=O)CCC2=O)sc2cc(S(N)(=O)=O)ccc21	-26	3	100	5	nt	-0.6	92	7	0	-10
CS(=O)(=O)N(CCc1ccccc1)CC(=O)Nc1ccc2c(c1)OCO2	-27	-2	94	13	5	-3.5	92	-15	4	0
O=C(c1cccc(COCC(F)(F)C(F)F)c1)N1CCN(c2ccccc2)CC1	-49	-9	87	23	10	0.3	80	12	7	-1
Cc1cccc(NS(=O)(=O)c2cnc(Cl)c(Br)c2)n1	-10	1	87	10	nt	-0.7	85	6	3	-2
CCN(CC)C(=O)C1CCCN(Cc2cccc(F)c2)C1 (centres undefined)	-36	-6	87	4	-42	-1.7	93	-1	2	0
CC1CN/C(=C\C(=O)c2ccc(Br)cc2)C(=O)N1 (centres undefined)	-42	-5	88	9	0	0.3	96	-3	0	-6
Cn1cc(CNC(=O)C2c3ccccc3Oc3ccccc32)cn1	-79	58	98	17	-16	-0.9	102	-2	1	nt
CCSc1nnc(NC(=O)NC(CC)(C(F)(F)F)C(F)(F)F)s1	-8	-15	29	5	nt	-5.1	26	-6	0	0
O=C(CSc1nc2ccsc2c(=O)n1Cc1ccc(C(=O)O)cc1)NCC1CCCO1 (centres undefined)	-1	-2	94	4	46	0.3	98	3	5	-3
Cc1cccc(-n2c(O)c(C=Nc3ccc4c(c3)OCO4)c3ccccc3c2=O)n1	-41	-15	91	22	nt	-0.9	88	3	3	-1
CCOC(=O)c1c2ccc(OCC(=O)N/N=C/c3ccc(Cl)cc3)cc2n2ccccc12	-67	-13	2.3*	2	-41	-5.4	1.8*	-9	-2	nt
CCOc1ccccc1N(CC(=O)Nc1ccc(S(=O)(=O)N2CCOCC2)cc1)S(=O)(=O)c1ccc(Cl)cc1	4	0	89	12	nt	-2.0	81	6	-2	-4
CC(C)CC(=O)OC1C(N2CCOCC2)c2c(ccc(/C=C/C(=O)N3CCOCC3)c2O)OC1(C)C (centres undefined)	-20	1	85	14	-11	-2.7	95	-15	4	-11
CCc1cccc(NC(=O)c2snc3c(=O)[nH]cnc23)c1	-40	-11	110	20	2	0.9	104	2	2	-1
O=C(NC1CCCCC1)c1ccc(CNc2ccccc2)o1	-71	-5	104	36*	-3	-1.4	86	-6	2	-1
CCN(CC)c1ccc(C(=O)OCC(=O)Nc2cc3oc4ccccc4c3cc2OC)cc1	-50	4	53	8	17	-3.6	47	4	2	-11
N/C(Cc1cccs1)=N\OC(=O)COc1ccc(Br)cc1	-1	-17	97	11	nt	5.3*	86	-12	9	-3
O=S(=O)(N1CCOCC1)n1nnc2ccccc21	-33	-16	93	9	-4	1.9	100	0	-1	0
CCOc1ccccc1NC(=O)CC1Nc2cc(C)c(C)cc2NC1=O (centres undefined)	-20	-7	86	18	-3	-1.3	85	6	7	1
CCOc1ccc(-n2c(N)c(-c3nc4ccccc4[nH]3)sc2=S)cc1	-63	3	88	15	20	-3.6	99	12	4	-1
COc1cccc(NC(=O)CNC(=O)c2ccccc2)c1	-54	-3	94	5	11	-1.1	87	-13	1	nt
CCOCCOC(=O)COc1ccc2c(-c3ccccc3)cc(=O)oc2c1	-9	-5	102	9	nt	-0.8	97	2	4	-11
O=c1c2ccccc2nc(-c2cccs2)n1-c1cccc2ccccc12	-59	5	67	9	1	-1.9	68	-7	2	nt

(continued)
SMILES	BB579 growth dn	Yeast lifespan up	HCT116 PTEN-null	Measles CPE	E-sel TNF inh	MRP-1 activ	bCat KO growth	GALR2 antag	NPY-Y2 antag	Phagocytosis inh
CC(=O)c1cccc(NC(=O)c2ccc(N(C)S(C)(=O)=O)cc2)c1	-40	-10	94	7	-2	-0.1	94	1	2	nt
COC(=O)c1ccc(/C=C(\C#N)c2nc3ccccc3s2)cc1	6	-26	101	8	-3	0.6	87	6	1	nt
COc1cccc(-c2ccc(=O)n(CC(=O)Nc3ccc(C(=O)N4CCCC4)cc3)n2)c1	7	-17	92	21	-1	-1.4	85	-1	0	0
Cc1ccccc1-n1c(SCc2cc(=O)n3ccccc3n2)nc2[nH]ncc2c1=O	-22	-3	89	23	nt	-1.1	84	2	4	-1
Cc1[nH]n(-c2ccc([N+](=O)[O-])cc2)c(=O)c1C=NCCc1c(C)[nH]c2ccccc12	-4	-4	60	33	nt	-0.1	61	6	-2	-3
COC(=O)CN1C(=O)CC(C)(C)S(=O)c2ccccc21 (centres undefined)	0	0	105	2	nt	-0.2	100	0	-1	0
COC(=O)C1=NN(c2ccccc2)C2(S1)SC(C(C)=O)=C(C)N2c1ccccc1 (centres undefined)	-30	-8	58	10	-24	-1.6	47	9	6	nt
COc1cccc(NC(=O)Cc2nnc(SCCOc3ccccc3)n2C)c1	-55	-11	88	22	5	1.4	87	4	2	1
CON(c1nc(Cl)nc(N(C)C)n1)S(=O)(=O)c1ccccc1Cl	-11	-14	90	4	-10	-3.6	86	12	1	0
CCCCCOC(=O)Cn1c(=O)oc2ccc(C)cc21	-15	-4	80	5	nt	-3.0	91	4	4	-5
NC1=NC(=O)C2(COC(c3ccccc3Cl)OC2)S1 (centres undefined)	-16	nt	105	6	-12	1.1	87	-3	1	nt
c1ccc(-n2nnnc2OCCOc2nnnn2-c2ccccc2)cc1	-23	-3	102	13	-5	0.1	96	8	3	-1
CC1(C)SCC2C(=O)N3C(CSC3(C)C)C(=O)N21 (centres undefined)	-31	-6	103	7	nt	-0.7	105	-6	1	-1
CSc1nc(C)c(CCOC(=O)c2cccc(Cl)c2)c(=O)[nH]1	-6	-17	98	9	17	0.2	106	-8	6	nt
Cc1ccc(CSc2nnc(-c3cccs3)n2C)cc1	-31	-5	93	11	0	-3.1	103	3	4	nt
CCN(CC(=O)N1CCOCC1)S(=O)(=O)c1ccc(C)cc1	-31	-3	105	17	-1	-0.1	101	-13	1	0
C/C(Cn1nnc2ccccc21)=N\NC(=O)c1cccc(Br)c1	-22	5	115	6	nt	1.4	94	3	1	-1
Cc1ccc(N(CC(=O)N/N=C/c2cccs2)S(C)(=O)=O)cc1Cl	0	-13	89	1	-22	0.7	96	0	9	0
COc1ccc(-c2cc(-c3c(O)c(OC)c4occc4c3OC)[nH]n2)cc1OC	-58	-25	24	4	4	-5.7	20	10	3	nt
CCC(=O)c1ccc(O)cc1	-24	-2	96	25	nt	-0.3	88	-5	2	nt
C/C(=N\NC(=O)c1ccc(C)cc1C)c1ccc(-n2ccnc2)cc1	-9	-4	98	7	14	-3.6	89	4	2	0
N/C(=N\OC(=O)CCc1ccccc1)c1ccc(Br)cc1	-9	-24	95	4	11	-1.7	99	-8	7	nt
